Bioassay records (PubChem)
EPAC2 antag: EPAC2 (human) antagonism | hit rate 0.18% among 360,000 | Q8WZA2 | EPAC2 GEF exchange of Rap1B-BODIPY-GDP, fluorescence | Potency, µM (highest dose often 114 µM), without a hit: top-dose activity, negative = inhibition, usual class: inhibitors | AID 720708; also: potency is read from the fitted curve at half-maximal effect; % is scaled to controls: 0 for no effect and ±100 for the full control effect; nearly all actives have a fitted effect of over 45% in size; many of its hits are not listed in these tables
EPAC2 agonist: agonists of human EPAC2 (RAPGEF4); Q8WZA2; EPAC2 activation, biochemical qHTS; response scale: 100% = 6.5 mM cAMP response; Potency, µM (highest dose often 154 µM), without a hit: top-dose activation, actives largely listed as activators; hit rate 0.079% among 360,000; also: potency is read from the fitted curve at half-maximal effect; nearly all actives have a fitted effect of over 50% in size
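Guanine nucleotide exchange by EPAC2 is measured as reduced fluorescence of BODIPY-GDP once it is released from 250 nM Rap1B. Plates are read kinetically for 30 min at room temperature; results are scaled to 6.5 mM cAMP.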
pAkt inh: blocks phosphorylation of Akt; Neuro2A IGF-stimulated pAkt S473 HTRF, 20 min; stronger effect = lower value; activity change, % for hits at 50 µM; AID 651550; hit rate 0.32% among 360,000; in the data active = activity change below about -80%; inconclusive = mostly about -51% to -80%; also: % is scaled to controls: 0 for no effect and ±100 for the full control effect
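Neuro2A cells (4,500/well, DMEM with 0.5% FBS) were treated with compound at a single 50 µM final concentration, stimulated with 6 nM IGF for 20 min at 37 °C, and lysed. Phospho-Akt Ser473 was read by HTRF as 665/615 ratio ×10^4.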
PTHR1 agonist: agonists of human PTHR1 parathyroid hormone receptor; HEK293 GP2 PTHR1 cells, GloSensor cAMP luminescence, 1 h; Potency, µM (titrated, usually from 115 µM), without a hit: top-dose activation, most hits filed as activators; hit rate 0.075% among 410,000; Q03431; also: potency is read from the fitted curve at half-maximal effect; nearly all actives have a fitted effect of over 55% in size; some results filed as inactive show a strong effect at the top dose; inactives centre near -15; many of its hits are not listed in these tables
Target sequence (Q03431 whole entry, looked up): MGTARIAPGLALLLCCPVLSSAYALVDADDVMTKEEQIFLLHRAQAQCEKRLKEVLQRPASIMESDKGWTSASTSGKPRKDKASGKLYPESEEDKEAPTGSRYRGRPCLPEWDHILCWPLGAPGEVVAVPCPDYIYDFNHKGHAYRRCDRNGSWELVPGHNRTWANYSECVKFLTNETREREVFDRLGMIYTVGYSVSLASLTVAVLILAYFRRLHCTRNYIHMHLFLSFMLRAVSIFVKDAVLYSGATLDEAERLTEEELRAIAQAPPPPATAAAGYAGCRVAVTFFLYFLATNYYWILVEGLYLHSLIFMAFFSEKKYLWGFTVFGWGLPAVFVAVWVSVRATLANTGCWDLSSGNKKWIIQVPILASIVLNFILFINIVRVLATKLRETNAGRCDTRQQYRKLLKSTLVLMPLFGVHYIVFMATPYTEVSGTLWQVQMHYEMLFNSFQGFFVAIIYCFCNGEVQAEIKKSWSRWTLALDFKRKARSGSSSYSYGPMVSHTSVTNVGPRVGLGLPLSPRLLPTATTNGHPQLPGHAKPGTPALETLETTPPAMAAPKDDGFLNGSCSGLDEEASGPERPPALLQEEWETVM
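HEK-293-derived GP2 cells expressing PTHR1 and a GloSensor cAMP reporter, 3,000/well, plated overnight, given luciferin plus IBMX (each 0.5 mM as added) for 1 h at 37 °C, then compound for 1 h at 37 °C. Luminescence was read after 15 min at room temperature.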
MmCpn inh: M. maripaludis TRiC chaperonin inhibition; AID 504842; Potency, µM (top dose mostly 76.9 µM), for inactives: at the top dose activity, negative = inhibition, hits mostly inhibitors; purified Mm-Cpn ATPase, ADP Transcreener TR-FRET; hit rate 0.031% among 330,000; also: potency is read from the fitted curve at half-maximal effect; % is scaled to controls: 0 for no effect and ±100 for the full control effect; nearly all actives have a fitted effect of over 80% in size
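Compound-treated chaperonin, 25 nM final, turns over 10 uM ATP at 37°C for 30 min following a 10 min preincubation; ADP generated competes with ADP-d2 for Eu-cryptate antibody, lowering FRET.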
DRD3 agonist: agonists of human D3 dopamine receptor. hit rate 0.58% among 410,000. max activation, %. P35462. D3R DiscoveRx beta-arrestin cells, luminescence, 90 min. AID 652048; in the data active = max activation above about 30%; also: 0% is about no effect; mostly tested at two doses, the higher about 12 µM
Target sequence (P35462 whole entry, looked up): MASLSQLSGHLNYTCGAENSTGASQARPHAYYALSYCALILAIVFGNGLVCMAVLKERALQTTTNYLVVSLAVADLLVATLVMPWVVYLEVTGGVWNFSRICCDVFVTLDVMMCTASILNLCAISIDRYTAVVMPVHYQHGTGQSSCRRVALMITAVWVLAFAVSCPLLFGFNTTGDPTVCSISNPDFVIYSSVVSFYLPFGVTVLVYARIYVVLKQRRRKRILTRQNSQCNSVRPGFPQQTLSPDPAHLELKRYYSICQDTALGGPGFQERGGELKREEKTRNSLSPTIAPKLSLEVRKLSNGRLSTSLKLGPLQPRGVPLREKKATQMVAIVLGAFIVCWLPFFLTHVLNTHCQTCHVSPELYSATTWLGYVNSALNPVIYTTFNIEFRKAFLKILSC
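Cells at 1500/well, incubated overnight, then treated with pinned compounds (dopamine as control) for 90 min at 37 degrees C. DiscoveRx reagent added for 30 - 60 minutes at room temperature; luminescence read.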
CCT chaperon mod: changes cytosolic chaperonin activity; purified chaperonin ATPase assay, HTRF ADP detection, 30 min; activity change, % (no concentration beside the values), hits read low; hit rate 0.3% among 360,000; AID 651819; in the data active = activity change below about -30%; also: % is scaled to controls: 0 for no effect and ±100 for the full control effect
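We incubate TRiC, 40 or 20 nM final, with library compounds at 76 uM and 10 uM ATP for 30 min at 37 °C. ADP formed is detected with Transcreener HTRF reagents after 30 min at room temperature.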
D3 antag: blocks the human D3 dopamine receptor. P35462. D3R cells, DiscoveRx beta-arrestin luminescence, antagonist mode; stronger effect = lower value. max response, negative = inhibition, %. hit rate 2.5% among 360,000; in the data active = max response below about -50%; inconclusive = no clear call, values can overlap the other calls; also: % is scaled to controls: 0 for no effect and ±100 for the full control effect; mostly tested at two doses, the higher about 12 µM
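Cells expressing the human receptor were seeded at 1500 cells/well, incubated overnight at 37 degrees C in 5% CO2, then exposed to library compounds with dopamine controls for 90 minutes at 37 degrees C before luminescent detection.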
The depositor's hits bear a star; [ ] = remark or other dose. Unless noted, calls follow the shape of the dose curve; as a rule, active = well fitted curve in the direction sought with a large enough effect; inconclusive = small, poorly fitted or top-dose-only effect, or another doubt; inactive = no such curve, though single readings can be large; an effect the other way counts as inactive or inconclusive. Not all compounds are listed; the hit share may differ from the screen's.

What do the screens show for `CNCc1ccccc1Sc1ccc(O)c(O)c1`?
EPAC2 antag: -3%; EPAC2 agonist: 7%; pAkt inh: inactive; PTHR1 agonist: -72%[inhibitor]; MmCpn inh: -3%; DRD3 agonist: 2; CCT chaperon mod: 3.3; D3 antag: inconclusive

What do the screens show for `COc1ccccc1NC(=O)COC(=O)CN1C(=O)C(=O)c2ccccc21`?
EPAC2 antag: 3%; EPAC2 agonist: 0%; pAkt inh: inactive; PTHR1 agonist: -7%; MmCpn inh: -4%; DRD3 agonist: -2; CCT chaperon mod: -4.7; D3 antag: -14

What do the screens show for `CN(CC(=O)Nc1ccc(F)c(F)c1F)C(=O)c1n[nH]c(=O)c2ccccc12`?
EPAC2 antag: 2%; EPAC2 agonist: 3%; pAkt inh: inactive; PTHR1 agonist: inactive; MmCpn inh: -1%; DRD3 agonist: -3; CCT chaperon mod: -0.1; D3 antag: -12

How did O=C(O)CC(CC(=O)Nc1ccc(C(=O)O)cc1)c1ccccc1 (stereo not given) do in these assays?
EPAC2 antag: 15%; EPAC2 agonist: 0%; pAkt inh: inactive; PTHR1 agonist: inactive; MmCpn inh: 1%; DRD3 agonist: 4; CCT chaperon mod: -3.7; D3 antag: 5

How did C=CCNC(=S)NNC(=O)c1cccc(Br)c1 do in these assays?
EPAC2 antag: 4%; EPAC2 agonist: -4%; pAkt inh: inactive; PTHR1 agonist: inactive; MmCpn inh: 0%; DRD3 agonist: -2; CCT chaperon mod: -2.3; D3 antag: -8

What do the screens show for `O=c1oc(C2(O)CCCCC2)cc2ccccc12`?
EPAC2 antag: -2%; EPAC2 agonist: 1%; pAkt inh: inactive; PTHR1 agonist: inactive; MmCpn inh: 3%; DRD3 agonist: -7; CCT chaperon mod: 0.8; D3 antag: 11

What do the screens show for `O=C1c2ccccc2C(=O)N1c1ncc(Cc2ccc(Cl)cc2)s1`?
EPAC2 antag: -2%; EPAC2 agonist: 5%; pAkt inh: inactive; PTHR1 agonist: -13%; MmCpn inh: 0%; DRD3 agonist: -6; CCT chaperon mod: -3.2; D3 antag: -11

What do the screens show for `CCCOc1ccc(CC(CC(=O)O)(C(=O)O)C(=O)O)cc1`?
EPAC2 antag: 14%; EPAC2 agonist: -2%; pAkt inh: inactive; PTHR1 agonist: -10%[57.5 µM]; MmCpn inh: 1%; DRD3 agonist: 1; CCT chaperon mod: 1.5; D3 antag: -4

Results for CCn1nc(C(=O)Nc2ccccc2C)c(Cl)c1Cl ?
EPAC2 antag: -4%; EPAC2 agonist: -1%; pAkt inh: inactive; PTHR1 agonist: -6%; MmCpn inh: 0%; DRD3 agonist: -1; CCT chaperon mod: -3.6; D3 antag: 4

Results for Cc1ccc(NC(=O)CSc2nnc(-c3cnccn3)n2Cc2ccco2)cc1C ?
EPAC2 antag: 3%; EPAC2 agonist: 4%; pAkt inh: inactive; PTHR1 agonist: inactive; MmCpn inh: -25%; DRD3 agonist: -1; CCT chaperon mod: -2.5; D3 antag: -12

What do the screens show for `O=C(COC(=O)c1cccc(C(F)(F)F)c1)NC(=O)NC1CCCC1`?
EPAC2 antag: -4%; EPAC2 agonist: -9%; pAkt inh: inactive; PTHR1 agonist: -18%; MmCpn inh: -3%; DRD3 agonist: 1; CCT chaperon mod: 1.6; D3 antag: -22

How did C[C@H](NC(=O)c1[nH]cnc1C(=O)N[C@@H](C)CO)c1ccccc1 do in these assays?
EPAC2 antag: -1%; EPAC2 agonist: 3%; pAkt inh: inactive; PTHR1 agonist: -18%; DRD3 agonist: 1; CCT chaperon mod: -1.6; D3 antag: 6

What do the screens show for `O=C(CS(=O)(=O)c1ccc(C(F)(F)F)cn1)NNC(=O)c1ccccc1`?
EPAC2 antag: 0%; EPAC2 agonist: 3%; pAkt inh: inactive; PTHR1 agonist: inactive; MmCpn inh: 2%; DRD3 agonist: 7; CCT chaperon mod: 1.8; D3 antag: 4

How did COc1ccccc1/C=N/N1CCN(Cc2ccccc2Cl)CC1 do in these assays?
EPAC2 antag: 2%; EPAC2 agonist: 13%; pAkt inh: inactive; PTHR1 agonist: inactive; MmCpn inh: 2%; DRD3 agonist: -3; CCT chaperon mod: -3.2; D3 antag: 2

How did Cc1cc(/C=C2\C(=N)N3N=C(c4ccco4)SC3=NC2=O)c(C)n1Cc1ccccc1 do in these assays?
EPAC2 antag: -5%; EPAC2 agonist: 2%; pAkt inh: inactive; PTHR1 agonist: -56%[inhibitor]; MmCpn inh: -6%; DRD3 agonist: 5; CCT chaperon mod: 3.1; D3 antag: -2

How did Fc1ccc(Cc2nnc(-c3cccs3)o2)cc1 do in these assays?
EPAC2 antag: 4%; EPAC2 agonist: 9%; pAkt inh: inactive; PTHR1 agonist: -19%; MmCpn inh: 4%; DRD3 agonist: 0; CCT chaperon mod: -0.8; D3 antag: 4

How did Cc1nn(C(C)(C)C)c(OC(=O)c2ccco2)c1Sc1ccccc1 do in these assays?
EPAC2 antag: -14%; EPAC2 agonist: 11%; pAkt inh: inactive; PTHR1 agonist: inactive; MmCpn inh: 1%; DRD3 agonist: 0; CCT chaperon mod: -1.1; D3 antag: -24

Results for CCc1nn(CC(=O)NCCC2=CCCCC2)c(=O)c2cc3cc(F)ccc3n12 ?
EPAC2 antag: 5%; EPAC2 agonist: 1%; pAkt inh: inactive; PTHR1 agonist: -50%[inhibitor]; MmCpn inh: 1%; DRD3 agonist: 13; CCT chaperon mod: 2.0; D3 antag: 4

What do the screens show for `O=C(NC(Cc1ccccc1)C(=O)O)/C(=C/c1ccc(Cl)cc1)NC(=O)c1ccccc1` (stereo not given)?
EPAC2 antag: 2%; EPAC2 agonist: 12%; pAkt inh: inactive; PTHR1 agonist: -31%[inhibitor]; MmCpn inh: 1%; DRD3 agonist: 6; CCT chaperon mod: -2.4; D3 antag: -6

How did Cc1ccc(NC(=O)c2cccc(S(=O)(=O)N3CCCc4ccccc43)c2)nc1 do in these assays?
EPAC2 antag: 2%; EPAC2 agonist: 13%; pAkt inh: inactive; PTHR1 agonist: -35%[inhibitor]; MmCpn inh: -2%; DRD3 agonist: 4; CCT chaperon mod: 0.8; D3 antag: 6

Results for CCc1ccc(N(C(=O)CNC(=O)c2ccco2)C(C(=O)NC2CCCC2)c2ccncc2)cc1 (stereo not given) ?
EPAC2 antag: 8%; EPAC2 agonist: 6%; pAkt inh: inactive; PTHR1 agonist: -18%; MmCpn inh: 1%; DRD3 agonist: 16; CCT chaperon mod: 1.3; D3 antag: -3

What do the screens show for `Cc1cccc(NC(=O)c2nc(-c3ccccc3)n(-c3ccccc3)n2)c1C`?
EPAC2 antag: -2%; EPAC2 agonist: 23%; pAkt inh: inactive; PTHR1 agonist: inactive; MmCpn inh: 3%; DRD3 agonist: 2; CCT chaperon mod: -1.4; D3 antag: 0

Results for O=C(CNc1ccc(C(F)(F)F)cc1)Nc1cccc(S(=O)(=O)N2CCCC2)c1 ?
EPAC2 antag: -16%; EPAC2 agonist: 14%; pAkt inh: inactive; PTHR1 agonist: -60%[inhibitor]; MmCpn inh: -4%; DRD3 agonist: -3; CCT chaperon mod: -3.7; D3 antag: 3

Results for Cc1ccc(-n2nnnc2SCC(=O)c2c(N)n(C3CC3)c(=O)[nH]c2=O)c(C)c1 ?
EPAC2 antag: -3%; EPAC2 agonist: 2%; pAkt inh: inactive; PTHR1 agonist: -11%; MmCpn inh: -5%; DRD3 agonist: 2; CCT chaperon mod: 0.5; D3 antag: -14

Results for COc1ccc(C(=O)Nc2nc(CC(=O)NCc3ccc(F)cc3)cs2)cc1 ?
EPAC2 antag: 0%; EPAC2 agonist: -2%; pAkt inh: inactive; PTHR1 agonist: -36%; MmCpn inh: -15%; DRD3 agonist: 11; CCT chaperon mod: -0.6; D3 antag: 13

How did C=C(C)Cn1c2ccc(NC(=O)CCc3cccnc3)cc2c(=O)n1C do in these assays?
EPAC2 antag: 7%; EPAC2 agonist: 5%; pAkt inh: inactive; PTHR1 agonist: inactive; DRD3 agonist: 0; CCT chaperon mod: -3.5; D3 antag: 4

Results for Cc1ccc(-n2c(SCC(=O)OC(C)C)nnc2-c2cnccn2)cc1 ?
EPAC2 antag: 0%; EPAC2 agonist: -2%; pAkt inh: inactive; PTHR1 agonist: inactive; MmCpn inh: inconclusive; DRD3 agonist: 0; CCT chaperon mod: 0.3; D3 antag: -13

How did Cc1ccc2c(c1)N(C(=O)CCC(=O)NCc1ccccc1)CC(C)O2 (stereo not given) do in these assays?
EPAC2 antag: 5%; EPAC2 agonist: 12%; pAkt inh: inactive; PTHR1 agonist: -10%; MmCpn inh: 0%; DRD3 agonist: -3; CCT chaperon mod: -3.7; D3 antag: -15

How did CCCCCOc1ccc(/C=C/C(=O)NCCc2nc3ccccc3[nH]2)cc1OC do in these assays?
EPAC2 antag: inconclusive; EPAC2 agonist: -8%; pAkt inh: inactive; PTHR1 agonist: -5%; MmCpn inh: -1%; DRD3 agonist: 19; CCT chaperon mod: 2.0; D3 antag: 54

What do the screens show for `O=C(CN1CCN(S(=O)(=O)c2ccc3c(c2)OCCCO3)CC1)N1CCc2ccccc21`?
EPAC2 antag: -5%; EPAC2 agonist: -4%; pAkt inh: inactive; PTHR1 agonist: -18%; DRD3 agonist: 0; CCT chaperon mod: 0.0; D3 antag: -21

What do the screens show for `Cc1ccc(N(C)C(=O)C2CCCN2S(=O)(=O)c2cccc3nsnc23)cc1` (stereo not given)?
EPAC2 antag: 0%; EPAC2 agonist: -4%; pAkt inh: inactive; PTHR1 agonist: inactive; MmCpn inh: -2%; DRD3 agonist: -5; CCT chaperon mod: 0.9; D3 antag: -2

How did CCCCC1(C(=O)OC)NC(c2ccc(O)cc2)C2C(=O)N(c3ccccc3)C(=O)C21 (stereo not given) do in these assays?
EPAC2 antag: 8%; EPAC2 agonist: 1%; pAkt inh: inactive; PTHR1 agonist: -16%; MmCpn inh: 1%; DRD3 agonist: 3; CCT chaperon mod: -7.8; D3 antag: 12

Not a retest: entries from further up.
What do the screens show for `Cc1ccc(N(C)C(=O)C2CCCN2S(=O)(=O)c2cccc3nsnc23)cc1` (stereo not given)?
EPAC2 antag: 0%; EPAC2 agonist: -4%; pAkt inh: inactive; PTHR1 agonist: inactive; MmCpn inh: -2%; DRD3 agonist: -5; CCT chaperon mod: 0.9; D3 antag: -2

How did CCCCC1(C(=O)OC)NC(c2ccc(O)cc2)C2C(=O)N(c3ccccc3)C(=O)C21 (stereo not given) do in these assays?
EPAC2 antag: 8%; EPAC2 agonist: 1%; pAkt inh: inactive; PTHR1 agonist: -16%; MmCpn inh: 1%; DRD3 agonist: 3; CCT chaperon mod: -7.8; D3 antag: 12
